SSB-PriA inh – inhibitors of Klebsiella pneumoniae PriA binding to SSB C-terminal tail. AID 1272365. AlphaScreen SSBct-PriA binding, biotinylated peptide. 430,000 tested, 0.6% active. inhibition, % at 33 µM; in the data active means inhibition mostly above about 37%, no sharp cut-off; inactive means mostly below about 20%;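 further: plate controls were negative control peptide for no effect and reference peptide for full effect; strong numbers were not always called active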
Numbers without * were called inactive; & = joins results of further samples. A portion of the library, so the mix of outcomes need not match the whole.

SMILES	SSB-PriA inh
Cn1cc(C(=O)N2CC(c3nc(-c4ccco4)no3)C2)nn1	-5.0
O=C(Nc1nc(C(=O)NCc2ccnc(N3CCOCC3)c2)co1)c1ccncc1	-22.0
O=C(NCCCN1CCN(c2ccccc2)CC1)NCCOc1ccccc1	2.0
N#Cc1nc(-c2ccccc2Cl)oc1N1CCN(C(=O)c2cccs2)CC1	-12.0
Cc1cc(NC(=O)CSc2ncc(-c3ccc(Cl)c(Cl)c3)n2-c2ccc(OC(F)(F)F)cc2)no1	-8.0
O=C(C(c1ccc2c(c1)C(=O)c1ccccc1C2=O)=P(c1ccccc1)(c1ccccc1)c1ccccc1)c1ccc(Cl)cc1	4.0
C=CC(C)(C)OC[C@@H](O)CN1CCN(CCO)CC1	-8.0
COc1ccc(S(=O)(=O)Nc2ccc3c(c2)C(=O)N(C)c2cc(C)ccc2O3)c(C)c1	35.0
O=C(c1ccccc1C(F)(F)F)N1CC(n2ccnn2)C1	-5.0
CCOC(=O)CC(NS(=O)(=O)c1cc(OC)c(C)cc1C)c1ccc(C)cc1 (stereo not drawn)	20.0
CC(C)c1nnc(NC(=O)c2ccc3ccccc3n2)s1	-8.0&-7.0
COc1cc(CN2CC(c3nc(-c4cccc(C(F)(F)F)c4)no3)C2)cc(OC)c1	-9.0
CCOc1cccc2sc(=NC(=O)c3ccc(Br)s3)n(CC)c12	-15.0
Cc1ccc(C(=O)N2CCN(C(=O)c3ccco3)CC2)cc1NC1=NC2CS(=O)(=O)CC2S1 (stereo not drawn)	-14.0
CC1=C(C(=O)Nc2ccccn2)C(c2cccc([N+](=O)[O-])c2)NC(=S)N1 (stereo not drawn)	4.0
COC(=O)c1ccc(NC(=O)CSc2ccc(NC(=O)c3ccccc3)nn2)cc1	-11.0&-2.0
Cc1cc(NC(=O)c2nnn(Cc3ccccc3)c2-n2cccc2)no1	-12.0
CS(=O)(=O)NCCOc1ccc2nnc(-c3ccc(F)cc3)n2n1	-3.0
COc1ccccc1C(=O)N1CCC(c2nnc(-c3ccco3)o2)CC1	9.0
COc1ccc(CCS(=O)(=O)NC[C@H](O)c2ccc(SC)cc2)cc1	-2.0

Overlap with the part before: three compounds, followed by the next part.
SMILES	SSB-PriA inh
CS(=O)(=O)NCCOc1ccc2nnc(-c3ccc(F)cc3)n2n1	-3.0
COc1ccccc1C(=O)N1CCC(c2nnc(-c3ccco3)o2)CC1	9.0
COc1ccc(CCS(=O)(=O)NC[C@H](O)c2ccc(SC)cc2)cc1	-2.0
CCSc1ccccc1C(=O)N1c2ccccc2CC1C(N)=O (stereo not drawn)	-5.0&18.0
COc1ccc(CCNC(=O)Cn2c(-c3nnc(C)o3)cc3ccccc32)cc1OC	3.0
CN1C(=O)C(C)(C)COc2ccc(NC(=O)c3ccc(-c4ccccc4)cc3)cc21	32.0
CC(C)(O)c1nc2ccccc2n1Cc1ccccc1F	13.0
COC(=O)C1C(c2ccc([N+](=O)[O-])cc2)C(C(=O)OC)S(=O)(=O)CS1(=O)=O (stereo not drawn)	-12.0
Cc1sc2nc(C)n(N=Cc3ccccc3O)c(=O)c2c1C	-16.4
CN(C)C=Nc1ncnc2c1cnn2-c1ccc(C(F)(F)F)cn1	-3.4
CCOC(=O)CSc1nnc(CNC(=O)c2cccs2)n1C	-14.0
CC(C)Oc1ccc(C(=O)N(Cc2ccsc2)Cc2ccco2)cc1	5.0
COc1cc(C=NNC(=O)CNC(=O)c2ccccc2)ccc1OC(=O)c1cccs1	6.5
Cc1ccnc(Nc2ccc(NCCNC(=O)Nc3cccc(C(F)(F)F)c3)nn2)c1	32.0*
Cc1noc(C)c1S(=O)(=O)N1CC(n2cc(-c3ccccc3)nn2)C1	-4.0
Cc1nc(-c2ccc(S(=O)(=O)N3CCN(c4ccc(F)cc4)CC3)s2)cs1	6.0
O=C(c1ccoc1)N1CCc2nc3ccccn3c(=O)c2C1	-13.0
Cc1ccc(NC(=O)c2oc3ccccc3c2NC(=O)/C=C\c2ccccc2)cc1	-5.0
CCC(=NNc1ccnc2cc(Cl)ccc12)c1ccc(O)cc1	17.1
CCN1CCN(c2nc3ccc(OC(=O)c4ccccc4Br)cc3s2)CC1	12.0
COc1ccc(C=NN=C2SC(CC(=O)O)C(=O)N2c2ccccc2)c(OC)c1 (stereo not drawn)	-3.2
Cc1ccccc1C(=O)NNC1CC(=O)N(c2ccc(Cl)cc2)C1=O (stereo not drawn)	7.0
CC(=NNC(=O)CN1CCN(S(=O)(=O)c2ccc(C)cc2)CC1)c1ccncc1	-6.5
CSc1ccc(-c2noc(-c3sccc3S(=O)(=O)N(C)c3ccc(F)c(F)c3)n2)cc1	-6.0
CN(c1ccc(F)cc1)S(=O)(=O)c1ccsc1-c1nc(-c2ccncc2)no1	10.0
O=C(Nc1ccccc1Cc1nc(-c2ccco2)no1)c1ccc(=O)[nH]n1	8.0
COc1ccc(S(=O)(=O)NCC2CCN(Cc3cccs3)CC2)c(C)c1	-8.0
O=C(Nc1nnc(-c2ccc(C(F)(F)F)cc2)o1)c1ccc(Br)o1	-1.0
O=C(CS(=O)(=O)c1ccc(Cl)cc1)Nc1nc2c(s1)CCC2	4.0
COc1cccc(C=NNC(=O)CNC(=O)c2cccs2)c1O	-1.6
COc1ccc(S(=O)(=O)Nc2ccc3c(c2)N(C(=O)C2CC2)CC3)cc1OC	-15.0
CCOC(=O)c1sc(NC(=O)CCOc2ccccc2)cc1C	-6.0
CSc1ccccc1CN1CCC(CNS(=O)(=O)c2ccccc2Cl)CC1	2.0
CC(=NNC(=O)COc1ccc(C(C)(C)C)cc1)c1cc2ccccc2o1	-15.9
COc1ccccc1N1CCN(C(=O)c2csc(Nc3ccccc3)n2)CC1	24.0*
O=C(CSC1CCCC1)NCC1CCN(C(=O)c2cccnc2)CC1	-3.0
O=C(CSc1ccc(NC(=O)c2ccccc2F)nn1)NCc1cccs1	-7.0
O=C(NCc1cccnc1)NC(=O)c1ccccc1	4.0
O=C1CC(C(=O)O)SC(=NNC(=O)c2ccccc2)N1 (stereo not drawn)	-7.6
CSc1cccc(NC(=O)C(=O)NC[C@H](O)c2ccoc2)c1	-3.0
Cc1ccc(C)c(OC(C)C(=O)Nc2c(C)nc3ccccn3c2=O)c1 (stereo not drawn)	4.0
COc1cc(C2C(C#N)=C(SCC(=O)Nc3ccc(F)cc3)NC3=C2C(=O)CCC3)cc(OC)c1OC (stereo not drawn)	-5.0
O=C(Nc1ccncc1NC(=O)c1ccc(C(=O)c2ccccc2)cc1)c1ccc(C(=O)c2ccccc2)cc1	-8.0
COc1ccc(F)cc1S(=O)(=O)NCC(C)(O)CCSC (stereo not drawn)	14.0
O=C(CSc1ncc(CO)n1CC(=O)NC1CC1)Nc1ccc(Br)cc1	-17.0
COc1cccc(-c2noc(CN3C(=O)C(C)Oc4ccccc43)n2)c1 (stereo not drawn)	-13.0
O=c1oc2ccccc2cc1C1=NN(c2ccccc2)C(c2ccccc2)C1 (stereo not drawn)	-9.0
CSc1ncccc1C(=O)N1CCC(CNC(=O)c2ccc3nsnc3c2)CC1	-7.0
C#CCn1c(=NC(=O)c2ccnn2CC)sc2cccc(F)c21	-4.0
CC(C)C(=O)Nc1ccc(SCC(=O)N(C(C)C)C(C)C)nn1	-12.0&-8.0
Cc1cccc(-n2c(O)c(C=C3N=c4ccccc4=N3)sc2=S)c1C	-5.0
N#Cc1nc2c(nc1C#N)-c1ccccc1C2=O	-7.0
COc1ccc(Cl)cc1NC(=O)CC(C)n1nc(C)c(C(C)=O)c1C (stereo not drawn)	-2.0
COc1ccc(-c2cc(-c3cccs3)nc3sc(C(N)=O)c(N)c23)cc1	-4.0
O=C(CCn1ccc(=O)[nH]c1=O)N1CCC(n2c(=O)[nH]c3ccccc3c2=O)CC1	6.0
CN(C)c1cccc(C(=O)NCCn2nc(C(F)(F)F)cc2C2CC2)c1	13.0
Cc1ccn2c(=O)nc(SCC(=O)Nc3ccc(F)cc3F)nc2c1	-2.0
COC(=O)c1ccc(C(=O)NCC2CCN(S(=O)(=O)c3cccnc3)CC2)cc1	-3.0
O=C(Nc1nc(CC(=O)N2CCN(c3cccc(Cl)c3)CC2)cs1)c1ccccc1	-6.0
O=S(=O)(NCCOc1ccc2nnc(-c3ccccc3)n2n1)c1ccccc1F	-2.0
CCC(=O)Nc1ccc(C(C)=NNC(=O)c2ccc(C)s2)cc1	-6.9
COc1cc(C=NNC(=O)c2ccncc2)ccc1OC(=O)c1cccc(F)c1	-10.1
Cn1c(=NC(=O)/C=C\c2ccccc2)sc2ccccc21	-39.0
New compounds follow
SMILES	SSB-PriA inh
CN1C(=O)c2oc3ccccc3c(=O)c2[C@H]1c1ccccn1	-13.0
O=C(Cn1c(=O)oc2ccccc21)Nc1ccccc1Cc1nc(-c2cccs2)no1	28.0
NC(=O)c1ccsc1NC(=O)c1c(F)cccc1F	-2.0
O=C(NN=Cc1ccccc1F)NC12CC3CC(CC(C3)C1)C2	9.4
O=C(c1ccc(S(=O)(=O)N2CCCC2)cc1)N1CCC(Oc2ncccc2Cl)CC1	-1.0
CC(=O)Nc1ccc(NS(=O)(=O)c2ccc3c(c2)OCCCO3)cc1	-12.0
Cc1cc(CCNC(=O)CCSc2ccccc2)on1	-10.0
C[C@](O)(CNC(=O)c1ccco1)c1ccco1	-6.0
O=C(Cc1ccc(F)cc1)Nc1cnoc1	7.0
N#CC(=C1CCCCC1)c1nc(-c2ccc(Br)cc2)cs1	-14.0&-8.0
NC(=O)C1CCN(c2ccccn2)CC1	-9.0
CC(=NNC(=O)Cn1ccc(C(F)(F)F)n1)c1ccco1	-9.2
Cc1ccccc1C(=O)Nc1cccc(-c2cn3ccsc3n2)c1	17.0
CCCCCCSCc1ccc(O)c2ncccc12	82.8*
O=C(C1CCCN(S(=O)(=O)c2ccc(Cl)cc2)C1)N1CCCC2CCCCC21 (stereo not drawn)	7.0
N#Cc1ccc(Cl)cc1NC(=O)C(=O)NCC1CCN(c2nc3ccccc3o2)CC1	-42.0
O=C(NN=Cc1cccnc1)c1cc(C2CC2)nc2ccccc12	2.7
O=C(c1cccs1)N1CCc2ccc(NC(=O)N3CCNC3=O)cc2C1	4.0
COCCNC(=O)C(=O)NCCO	-21.0
O=C(Nc1nnc(-c2ccc3c(c2)OCCO3)o1)c1ccccc1Oc1ccccc1	-25.0
O=C(NCCN1CCN(c2ccccc2F)CC1)C1CC1	-14.0
COC(=O)C1CCCC(C(=O)O)C1 (stereo not drawn)	12.0
O=C(Cc1csc(-n2cccc2)n1)N1CCn2c1nc1ccccc12	9.0
CCOC(=O)c1nc(Cn2cc(-c3nc(-c4ccsc4)no3)ccc2=O)no1	-9.0
COc1ccc2cc(C=O)c(OC)nc2c1	3.0
O=C(c1cccc(N2CCCS2(=O)=O)c1)N1CCN(c2ccc(F)cc2)CC1	-9.0
O=C(CSc1ccc(F)cc1)N(CCc1cccs1)Cc1ccco1	-26.0
COc1ccc(-c2nnc(NC(=O)CSc3ccc(Cl)cc3)s2)cc1	-15.0&-10.0
CCOc1cccc2sc(N(C[C@H]3CCCO3)C(=O)CC(c3ccccc3)c3ccccc3)nc12	-5.0
O=C(CSc1nc(-c2ccccc2)cs1)NCc1ccccc1	-8.0
O=C(Nc1cc2ccccc2cc1NC(=O)C1CCCCC1)C1CCCCC1	-12.0&-8.0
COc1ccccc1C(=O)NCCOc1ccccc1	-3.0
CC1=NN(c2ccccc2)C(=O)C1C(=O)c1ccccc1C (stereo not drawn)	-5.0
Oc1c(Br)cc(Br)cc1C=Nc1cccc(Cl)c1	7.0
O=C(Nc1cnn(C[C@H]2COc3ccccc3O2)c1)C1(c2ccccc2)CCOCC1	-12.0
Cc1nc2ccccc2c(=O)n1-c1ccc(F)c(NC(=O)c2ccc(Cl)c([N+](=O)[O-])c2)c1	-9.0
O=C(CCCCn1c(=O)[nH]c2ccccc2c1=O)N1CCc2ccccc2C1	-6.0
O=C(CCC(=O)Nc1ccc(F)cc1)NN=Cc1ccccc1	-13.9
O=C(Nc1sccc1-c1nc2ccccc2s1)c1cnccn1	-2.0
Cc1ccc(C(=O)NCc2nsc(=NC(=Nc3ccccc3)c3ccccc3)n2Cc2ccccc2)cc1	-14.0

Part of the list above, bar-delimited:
SMILES | SSB-PriA inh
O=C(Nc1cc2ccccc2cc1NC(=O)C1CCCCC1)C1CCCCC1 | -12.0&-8.0
COc1ccccc1C(=O)NCCOc1ccccc1 | -3.0
CC1=NN(c2ccccc2)C(=O)C1C(=O)c1ccccc1C (stereo not drawn) | -5.0
Oc1c(Br)cc(Br)cc1C=Nc1cccc(Cl)c1 | 7.0
O=C(Nc1cnn(C[C@H]2COc3ccccc3O2)c1)C1(c2ccccc2)CCOCC1 | -12.0

In the list so far, three contain an NH in an aromatic ring:
SMILES	SSB-PriA inh
O=C(Nc1ccccc1Cc1nc(-c2ccco2)no1)c1ccc(=O)[nH]n1	8.0
O=C(CCn1ccc(=O)[nH]c1=O)N1CCC(n2c(=O)[nH]c3ccccc3c2=O)CC1	6.0
O=C(CCCCn1c(=O)[nH]c2ccccc2c1=O)N1CCc2ccccc2C1	-6.0

Next structures:
SMILES	SSB-PriA inh
Cc1nnsc1C(=O)NCCn1ncc2c(N3CCN(c4ccccc4)CC3)ncnc21	1.0
COc1cc(NC(=O)NCC#CCN(C)Cc2ccccc2)cc(OC)c1OC	-11.0
NS(=O)(=O)c1ccc(C(=O)NCCCn2nc(-c3ccc(F)cc3)ccc2=O)cc1	-18.0
CSc1nc(NC(C)C)c2cnn(CCNC(=O)c3c(F)cccc3Cl)c2n1	-4.0
COC(=O)c1cn(Cc2ccccc2Cl)nc1S(=O)(=O)N(C)c1ccc(C)cc1	-15.0
O=c1ccc(-c2ccccc2)nn1CCCNS(=O)(=O)c1ccccc1	-11.0
Cc1ccc(OCC(=O)Nc2nnc(C(C)C)s2)c(Br)c1	-8.0
COc1ccc(OC)c2sc(N(Cc3cccnc3)C(C)=O)nc12	-9.0
COc1ncccc1C(=O)N1CCCC(Cc2nc(-c3ccccc3C)no2)C1 (stereo not drawn)	-8.0
COc1ccc(OC)c2[nH]c(=O)c(CCNC(=S)Nc3cccc(F)c3)cc12	-15.0
CCOc1ncc(NS(C)(=O)=O)c(OCC)n1	-19.0
O=C1CN(C(=O)C2CCCN(S(=O)(=O)c3cccs3)C2)c2ccccc2N1 (stereo not drawn)	-12.0
Cc1cc(C(=O)Nc2nnc(-c3ccco3)o2)no1	-9.0&3.0
